hgDAF12 agonist – agonists of H. glycines DAF-12 nuclear receptor; activation, % at 6.8 µM; 370,000 compounds, 1.8% hits; HEK293 GAL4-hgDAF12 UAS-luciferase reporter, agonist luminescence; normalized to butyrate control;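 active = activation above a cutoff set at the mean of all screened compounds plus 3 SD, cut at about 10% in these data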;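 also: 0% = DMSO wells and 100% = sodium butyrate wells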
ssDAF-12 act – activates DAF-12 receptor from parasite S. stercoralis; AID 652126; 370,000 compounds, 1% hits; activation, % at 6.8 µM; HEK293 ssDAF-12/GRIP1 lit1-tk-luc reporter, luminescence; % of 3 µM dafachronic acid response;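 active = activation above the mean over all tested compounds plus 3 SD, cut at about 0.9% in these data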;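 also: 0% = DMSO-only wells and 100% = 3 µM delta7-dafachronic acid wells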
sPLA2-III inh – Inhibits HGIII-sPLA2 liposome hydrolysis, primary screen | Q9NZ20 | QFRET BODIPY PC-A2 liposome hydrolysis, fluorescence | inhibition, % at 12.2 µM | 370,000 compounds, 0.56% hits | AID 743126;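 active = inhibition above mean plus 3 SD of compounds lying within the high and low control bounds, cut at about 19% in these data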;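 also: 0% = median of test compound wells and 100% = no enzyme DMSO wells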
Target sequence (Q9NZ20 whole entry, looked up): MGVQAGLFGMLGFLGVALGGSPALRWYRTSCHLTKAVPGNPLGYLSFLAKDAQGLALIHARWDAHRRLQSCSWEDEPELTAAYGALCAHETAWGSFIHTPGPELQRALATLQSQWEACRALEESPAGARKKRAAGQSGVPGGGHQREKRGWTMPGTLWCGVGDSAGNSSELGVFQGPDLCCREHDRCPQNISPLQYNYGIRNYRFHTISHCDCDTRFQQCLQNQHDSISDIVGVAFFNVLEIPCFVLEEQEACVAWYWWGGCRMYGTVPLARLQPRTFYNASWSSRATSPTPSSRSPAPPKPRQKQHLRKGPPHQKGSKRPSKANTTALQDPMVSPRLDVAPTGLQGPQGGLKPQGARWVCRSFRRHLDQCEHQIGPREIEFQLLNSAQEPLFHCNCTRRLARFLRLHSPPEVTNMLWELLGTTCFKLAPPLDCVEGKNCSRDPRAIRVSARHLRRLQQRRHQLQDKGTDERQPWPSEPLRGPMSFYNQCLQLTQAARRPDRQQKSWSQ
FXN GAA850 act – frataxin GAA850 promoter activation; 360,000 compounds, 0.56% hits; HEK293 lucGAA850 FXN promoter luciferase reporter, 24 h; percent of 10 µM SAHA response; AID 540364; activation, % at 6 µM;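 active = activation above the average of all compounds screened plus 3 SD, cutoff fixed separately per campaign, cut at about 7.5% in these data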;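 also: 0% = DMSO wells and 100% = 10 µM SAHA wells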
ADAM10 inh – ADAM10 inhibition, QFRET primary screen | recombinant ADAM10, EDANS/DABCYL FRET peptide cleavage, 3 h | inhibition, % at 7 µM | 370,000 compounds, 0.62% hits | AID 720582 | O14672;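 active = inhibition above a per-campaign cutoff equal to the mean of compounds falling between control-based bounds plus 3 SD, cut at about 20% in these data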;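 also: 0% = DMSO wells while the 100% control is not disclosed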
Target sequence (O14672 214-748 limits assumed): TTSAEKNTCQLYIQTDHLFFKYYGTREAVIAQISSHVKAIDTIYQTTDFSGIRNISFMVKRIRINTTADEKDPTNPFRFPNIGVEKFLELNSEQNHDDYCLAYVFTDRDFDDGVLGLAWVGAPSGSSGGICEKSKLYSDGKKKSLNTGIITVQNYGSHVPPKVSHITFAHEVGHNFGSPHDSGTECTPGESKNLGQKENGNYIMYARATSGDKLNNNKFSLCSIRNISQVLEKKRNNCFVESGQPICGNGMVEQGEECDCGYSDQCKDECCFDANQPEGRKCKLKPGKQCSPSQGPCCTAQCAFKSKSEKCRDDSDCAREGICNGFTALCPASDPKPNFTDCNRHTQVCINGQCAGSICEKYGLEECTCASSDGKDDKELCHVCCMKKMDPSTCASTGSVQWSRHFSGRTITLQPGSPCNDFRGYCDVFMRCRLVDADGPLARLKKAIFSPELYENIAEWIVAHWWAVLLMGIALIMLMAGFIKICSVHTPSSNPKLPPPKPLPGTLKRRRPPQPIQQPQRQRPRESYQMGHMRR
hcDAF-12 act – H. contortus DAF-12 activation, primary screen | HEK293 hcDAF-12 lit1-tk-luc reporter, luminescence; 0% DMSO, 100% Δ7-dafachronic acid | activation, % at 6.8 µM | 370,000 compounds, 1.4% hits | AID 652067;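 active = activation above the mean of all tested compounds plus 3 SD, cut at about 5.5% in these data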;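 also: 100% = response to 3 µM Δ7-dafachronic acid high control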
DAX1 inh-1 – DAX1 (NR0B1) inhibition, primary screen | HEK293T StAR-luciferase reporter, SF-1/DAX-1 repression relief | inhibition, % at 6.8 µM | 370,000 compounds, 1.1% hits | AID 652010;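 active = inhibition above the mean over all tested compounds plus 3 SD, cut at about 3.6% in these data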;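 also: 0% = DAX-1 cells with DMSO and 100% = cells lacking DAX-1 with DMSO; higher inhibition means more luminescence from relief of DAX-1 repression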
PLCg1 inh – blocks human PLC-gamma1 enzyme activity; inhibition, % at 12.2 µM; purified PLC-gamma1, fluorogenic substrate, fluorescence; 370,000 compounds, 0.84% hits; P19174; in the data active = inhibition above about 9.5%
DAX1 inh-2 – inhibits human nuclear receptor DAX1; HEK293 Gal4-DAX1 luciferase reporter, luminescence; inhibition, % at 6.75 µM; 340,000 compounds, 0.99% hits; AID 504766;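 active = inhibition above the mean over all tested compounds plus 3 SD, cut at about 4.2% in these data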;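 also: 0% = DAX1-transfected cells with DMSO and 100% = empty-vector control cells with DMSO; inhibition shows as a rise in luminescence from relieved DAX1 repression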
ADAM17 inh – inhibits human ADAM17; P78536; recombinant ADAM17, EDANS/DABCYL FRET peptide cleavage; inhibition, % at 6.95 µM; 370,000 compounds, 0.83% hits; AID 720648;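 active = inhibition above the mean of compounds lying between control limits plus 3 SD, set per campaign, cut at about 8.5% in these data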;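 also: 0% = DMSO-only wells as the low control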
PLC-beta3 inh – inhibitors of human phospholipase C beta3. Q01970. Purified PLC-beta3, fluorogenic substrate, fluorescence. inhibition, % at 12.2 µM. 370,000 compounds, 0.18% hits; in the data active = inhibition above about 11%;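 also: 0% = median of compound wells on plate and 100% = full blocker control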
* hit, by the source's call. The order is random. About 6.9% of those tested had a hit in this group.

`Cc1cc(-c2ccc(S(=O)(=O)N3CCN(c4ccc(F)cc4)CC3)s2)on1` gave hgDAF12 agonist 2.5, ssDAF-12 act -1.2, sPLA2-III inh 0, FXN GAA850 act -0.7, ADAM10 inh -2, hcDAF-12 act -0.1, DAX1 inh-1 -0.1, PLCg1 inh -2, DAX1 inh-2 2.6, ADAM17 inh 4 and PLC-beta3 inh -5.
`Cc1cccc(C)c1-n1nnnc1C1c2ccccc2C(=O)N1CCCn1ccnc1` (stereo unspecified) gave hgDAF12 agonist -2.7, ssDAF-12 act -1.1, sPLA2-III inh 9, ADAM10 inh -13, hcDAF-12 act 0.3, DAX1 inh-1 -0.6, PLCg1 inh 0, ADAM17 inh -8 and PLC-beta3 inh -2.
For COC(=O)c1ccc(-c2nc3cc(Cl)c(N)cc3s2)cc1 the results were hgDAF12 agonist 11*, ssDAF-12 act 0.6, sPLA2-III inh 4, FXN GAA850 act 1.3, ADAM10 inh -30, hcDAF-12 act 3.3, DAX1 inh-1 1.7, PLCg1 inh inactive, DAX1 inh-2 1.2, ADAM17 inh -8 and PLC-beta3 inh inactive.
CCC1CCCCN1C(=O)COC(=O)c1ccc(S(=O)(=O)N2CCOCC2)cc1 (stereo unspecified) was read as hgDAF12 agonist 0.6, ssDAF-12 act -1.4, sPLA2-III inh 8, FXN GAA850 act 0.5, ADAM10 inh -12, hcDAF-12 act -0.5, DAX1 inh-1 -0.2, PLCg1 inh 2, DAX1 inh-2 -0.3, ADAM17 inh -5 and PLC-beta3 inh 2.
`Cc1ccc(S(=O)(=O)Nc2ccc(S(=O)(=O)N3CCCC3)cc2)cc1` gave hgDAF12 agonist 1.8, ssDAF-12 act -1.4, sPLA2-III inh -21, FXN GAA850 act 0.8, ADAM10 inh 3, hcDAF-12 act -0.1, DAX1 inh-1 0.5, PLCg1 inh 1, DAX1 inh-2 -1.4, ADAM17 inh 1 and PLC-beta3 inh 0.
`CC(C)Oc1cccc(-c2cc(C(=O)N3CCN(c4ncccn4)CC3)c3ccccc3n2)c1` gave hgDAF12 agonist -3.4, ssDAF-12 act -1.1, sPLA2-III inh -15, FXN GAA850 act -4.7, ADAM10 inh 9, hcDAF-12 act -1.3, DAX1 inh-1 -1.3, PLCg1 inh -19, DAX1 inh-2 -0.8, ADAM17 inh 4 and PLC-beta3 inh -34.
`COc1ccccc1N1CCN(C(c2cccs2)C(C)NC(=O)c2ccncc2)CC1` (stereo unspecified) gave hgDAF12 agonist -1.8, ssDAF-12 act -1.6, sPLA2-III inh 0, FXN GAA850 act 0.1, ADAM10 inh 10, hcDAF-12 act -0.6, DAX1 inh-1 0.2, PLCg1 inh 4, DAX1 inh-2 0.6, ADAM17 inh 0 and PLC-beta3 inh 1.
Screening Cc1ccc(-c2cc(C(=O)OC3CCOC3=O)c3ccccc3n2)c(C)c1 (stereo unspecified) returned hgDAF12 agonist -0.3, ssDAF-12 act -1.4, sPLA2-III inh -2, FXN GAA850 act -0.5, ADAM10 inh -2, hcDAF-12 act -1.4, DAX1 inh-1 -0.2, PLCg1 inh -8, DAX1 inh-2 -0.6, ADAM17 inh 1 and PLC-beta3 inh -17.
For O=C1CC(c2ccccc2F)c2c(c3ccccc3[nH]c2=O)O1 (stereo unspecified) the results were hgDAF12 agonist 3.2, ssDAF-12 act -1.0, sPLA2-III inh -1, FXN GAA850 act -1.3, ADAM10 inh -16, hcDAF-12 act 1.7, DAX1 inh-1 0.8, PLCg1 inh -3, DAX1 inh-2 -0.7, ADAM17 inh -10 and PLC-beta3 inh -10.
`Cc1ccc(OCCSc2nnc(-c3cccs3)n2C)cc1` gave hgDAF12 agonist -1.7, ssDAF-12 act -1.9, sPLA2-III inh 3, FXN GAA850 act -1.4, ADAM10 inh 3, hcDAF-12 act -2.3, DAX1 inh-1 -1.3, PLCg1 inh 1, DAX1 inh-2 1.2, ADAM17 inh -7 and PLC-beta3 inh 2.
For COc1ccc(OCC(=O)N/N=C/c2cccn2-c2cccc(C(=O)O)c2)cc1 the results were hgDAF12 agonist 0.5, ssDAF-12 act -0.3, sPLA2-III inh -3, FXN GAA850 act -1.1, ADAM10 inh -4, hcDAF-12 act 0.2, DAX1 inh-1 -0.9, PLCg1 inh 1, DAX1 inh-2 -1.3, ADAM17 inh -1 and PLC-beta3 inh -11.
COc1cccc(N2CC(NC(=O)C(=O)c3c(C)[nH]c4ccccc34)CC2=O)c1 (stereo unspecified) was read as hgDAF12 agonist -0.3, ssDAF-12 act -0.9, sPLA2-III inh -7, FXN GAA850 act -0.5, ADAM10 inh 16, hcDAF-12 act 0.1, DAX1 inh-1 -2.2, PLCg1 inh 0, DAX1 inh-2 0.3, ADAM17 inh 2 and PLC-beta3 inh -1.
Cc1ccc(C(C)NC(=O)C23CC4CC(CC(C4)C2)C3)cc1 (stereo unspecified) was read as hgDAF12 agonist 4.6, ssDAF-12 act -0.8, sPLA2-III inh 2, FXN GAA850 act 0.9, ADAM10 inh -3, hcDAF-12 act -1.7, DAX1 inh-1 -0.5, PLCg1 inh 2, DAX1 inh-2 0.6, ADAM17 inh 0 and PLC-beta3 inh 1.
Cc1cc(=O)oc2cc(OCC(=O)OCC(=O)N3CCc4ccccc43)ccc12 was read as hgDAF12 agonist -0.6, ssDAF-12 act -1.0, sPLA2-III inh -6, FXN GAA850 act -0.7, ADAM10 inh -19, hcDAF-12 act -2.4, DAX1 inh-1 0.5, PLCg1 inh 1, DAX1 inh-2 1.0, ADAM17 inh -6 and PLC-beta3 inh -1.
`COc1ccc(CCn2c(Br)nc3c2c(=O)[nH]c(=O)n3C)cc1` gave hgDAF12 agonist 1.7, ssDAF-12 act -1.2, sPLA2-III inh 4, FXN GAA850 act 1.0, ADAM10 inh 1, hcDAF-12 act -1.2, DAX1 inh-1 0.3, PLCg1 inh -4, DAX1 inh-2 1.0, ADAM17 inh -8 and PLC-beta3 inh 1.
COc1ccccc1-n1nnnc1SCC(=O)Nc1ccccc1 was read as hgDAF12 agonist 1.1, ssDAF-12 act -1.7, sPLA2-III inh -9, FXN GAA850 act 0.2, ADAM10 inh 1, hcDAF-12 act -1.0, DAX1 inh-1 0.1, PLCg1 inh -2, DAX1 inh-2 1.0, ADAM17 inh 0 and PLC-beta3 inh -3.
For Cc1ccc(CNC(=O)c2nnc(Cc3ccc(Cl)cc3)o2)cc1 the results were hgDAF12 agonist -3.5, ssDAF-12 act -0.7, sPLA2-III inh 6, FXN GAA850 act 0.8, ADAM10 inh -2, hcDAF-12 act 0.9, DAX1 inh-1 0.2, PLCg1 inh 5, DAX1 inh-2 0.5, ADAM17 inh -8 and PLC-beta3 inh -7.
Cc1ccc(-c2noc(CSc3nnnn3-c3ccccc3)n2)cc1 was read as hgDAF12 agonist -2.8, ssDAF-12 act -1.2, sPLA2-III inh -25, FXN GAA850 act 0.7, ADAM10 inh 11, hcDAF-12 act -2.2, DAX1 inh-1 -0.5, PLCg1 inh 4, DAX1 inh-2 -1.4, ADAM17 inh 5 and PLC-beta3 inh 1.
CC1CCCCC1NC(=O)CCCc1nc2ccccc2c(=O)[nH]1 (stereo unspecified) was read as hgDAF12 agonist -0.1, ssDAF-12 act -1.4, sPLA2-III inh 1, FXN GAA850 act 2.6, ADAM10 inh -3, hcDAF-12 act -1.1, DAX1 inh-1 0.5, PLCg1 inh -3, DAX1 inh-2 0.3, ADAM17 inh -1 and PLC-beta3 inh 4.
Screening O=C(OCc1cccc([N+](=O)[O-])c1)c1ccc[nH]c1=O returned hgDAF12 agonist -4.5, ssDAF-12 act -0.9, sPLA2-III inh 14, FXN GAA850 act 3.7, ADAM10 inh -10, hcDAF-12 act -1.3, DAX1 inh-1 -0.1, PLCg1 inh 3, DAX1 inh-2 0.6, ADAM17 inh -2 and PLC-beta3 inh -1.

Quoted at random: 2 compounds from above.
`CC(C)Oc1cccc(-c2cc(C(=O)N3CCN(c4ncccn4)CC3)c3ccccc3n2)c1` gave hgDAF12 agonist -3.4, ssDAF-12 act -1.1, sPLA2-III inh -15, FXN GAA850 act -4.7, ADAM10 inh 9, hcDAF-12 act -1.3, DAX1 inh-1 -1.3, PLCg1 inh -19, DAX1 inh-2 -0.8, ADAM17 inh 4 and PLC-beta3 inh -34.
Cc1ccc(-c2noc(CSc3nnnn3-c3ccccc3)n2)cc1 was read as hgDAF12 agonist -2.8, ssDAF-12 act -1.2, sPLA2-III inh -25, FXN GAA850 act 0.7, ADAM10 inh 11, hcDAF-12 act -2.2, DAX1 inh-1 -0.5, PLCg1 inh 4, DAX1 inh-2 -1.4, ADAM17 inh 5 and PLC-beta3 inh 1.

Continued.
Screening C[C@@H]1CCCCO[C@@H](CN(C)S(=O)(=O)c2ccccc2)[C@@H](C)CN([C@H](C)CO)C(=O)c2cc(NS(=O)(=O)c3ccc(F)cc3)ccc2O1 returned hgDAF12 agonist -3.1, ssDAF-12 act -1.1, sPLA2-III inh -39, FXN GAA850 act -2.2, ADAM10 inh 27*, hcDAF-12 act -1.7, DAX1 inh-1 -0.6, PLCg1 inh 17*, DAX1 inh-2 -0.3, ADAM17 inh 17* and PLC-beta3 inh 8.
For CC(Oc1ccc(Cl)cc1)C(=O)OCC(=O)Nc1ncc(Cl)cc1Cl (stereo unspecified) the results were hgDAF12 agonist 1.6, ssDAF-12 act -1.1, sPLA2-III inh 8, FXN GAA850 act 1.8, ADAM10 inh 0, hcDAF-12 act 0.2, DAX1 inh-1 0.7, PLCg1 inh -3, DAX1 inh-2 0.2, ADAM17 inh -4 and PLC-beta3 inh 0.
O=c1c2ccccc2nc2c3ccccc3c(NCCO)nn12 was read as hgDAF12 agonist 6.2, ssDAF-12 act -1.4, sPLA2-III inh -5, FXN GAA850 act 1.8, ADAM10 inh inactive, hcDAF-12 act 3.6, DAX1 inh-1 1.6, PLCg1 inh -194, DAX1 inh-2 0.0, ADAM17 inh -215 and PLC-beta3 inh -246.
CC(=O)C1=C(O)C(=O)N(Cc2cccnc2)C1c1ccc(Cl)cc1 (stereo unspecified) was read as hgDAF12 agonist 3.0, ssDAF-12 act -1.6, sPLA2-III inh -3, FXN GAA850 act 1.9, ADAM10 inh -7, hcDAF-12 act -0.2, DAX1 inh-1 -0.4, PLCg1 inh 3, DAX1 inh-2 1.6, ADAM17 inh -4 and PLC-beta3 inh 3.
Screening CN[C@H]1C[C@H]2c3[nH]c4ccc(-c5ccc(OC)cc5)cc4c3CCN2C(=O)[C@H]1[C@H](C)O returned hgDAF12 agonist 3.0, ssDAF-12 act -0.3, sPLA2-III inh -4, FXN GAA850 act -0.2, ADAM10 inh -331, hcDAF-12 act 3.1, DAX1 inh-1 -0.7, PLCg1 inh -483, DAX1 inh-2 0.8, ADAM17 inh -118 and PLC-beta3 inh inactive.
Screening CCCN1Cc2cccc(C(=O)Nc3cc(OC)cc(OC)c3)c2C1=O returned hgDAF12 agonist -0.4, ssDAF-12 act -0.9, sPLA2-III inh 7, FXN GAA850 act -1.1, ADAM10 inh 14, hcDAF-12 act -2.2, DAX1 inh-1 -1.5, PLCg1 inh -1, DAX1 inh-2 1.8, ADAM17 inh 1 and PLC-beta3 inh 3.

Screens (PubChem BioAssay)
